USP1-UAF1 inh = USP1/UAF1 (human) deubiquitinase inhibition. O94782. recombinant USP1/UAF1, Ub-Rhodamine cleavage fluorescence. Potency, µM (top dose mostly 57.1 µM), for the others: at the highest dose activity change, negative = inhibition, most hits filed as inhibitors. 390,000 tested, 0.23% active. AID 743255; note: % is set by controls: 0 for no effect and ±100 for the full control effect; nearly all actives have a fitted effect of over 60% in size; inactives centre near -12
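Step one: compound is pinned into 1nM USP1/UAF1 in HEPES pH 7.8 buffer with TCEP. Step two: 15 min room-temperature incubation. Step three: Ub-Rho (150nM final) starts cleavage, tracked by fluorescence over six one-minute reads.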
mIDH1 inhibitor = inhibitors of human mutant IDH1 R132H | Potency, µM (series often up to 76.6 µM), for the others: top-dose activity change, negative = inhibition, hits mostly inhibitors | IDH1-R132H enzyme, NADPH consumption, diaphorase/resazurin fluorescence | 390,000 tested, 0.093% active; note: % is set by controls: 0 for no effect and ±100 for the full control effect; nearly all actives have a fitted effect of over 65% in size
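IDH1-R132H (0.5 ug/mL) preincubated 30 min with compound, then NADPH (0.016 mM) and alpha-KG (2 mM) added; 80 min at RT, pH 7.5. Remaining NADPH coupled via diaphorase/resazurin to fluorescence (540/590 nm); concentration-response curves normalized to no-enzyme control.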
TrxR1 substrate = rat thioredoxin reductase 1 substrate activity. Potency, µM (titrated, usually from 114 µM), for inactives: top-dose activity change, negative = substrate turnover. purified TrxR1 substrate turnover, NADPH consumption readout. 390,000 tested, 0.01% active. O89049; note: % is set by controls: 0 for no effect and ±100 for the full control effect; nearly all actives have a fitted effect of over 50% in size
Target sequence (O89049 whole entry, looked up): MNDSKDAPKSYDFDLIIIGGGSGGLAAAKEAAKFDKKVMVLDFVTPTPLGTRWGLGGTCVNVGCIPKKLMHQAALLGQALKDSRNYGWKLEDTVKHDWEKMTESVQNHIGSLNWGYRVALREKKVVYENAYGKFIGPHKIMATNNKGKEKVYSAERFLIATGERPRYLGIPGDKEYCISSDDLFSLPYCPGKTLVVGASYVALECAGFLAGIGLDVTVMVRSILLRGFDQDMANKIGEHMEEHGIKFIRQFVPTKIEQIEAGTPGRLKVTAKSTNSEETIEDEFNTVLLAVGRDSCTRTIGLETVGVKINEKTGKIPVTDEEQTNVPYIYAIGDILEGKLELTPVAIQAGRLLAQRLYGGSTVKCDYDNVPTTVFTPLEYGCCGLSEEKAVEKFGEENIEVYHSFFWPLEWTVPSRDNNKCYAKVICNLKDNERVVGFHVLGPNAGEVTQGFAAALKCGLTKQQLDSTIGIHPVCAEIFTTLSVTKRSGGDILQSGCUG
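Rat TrxR1, dispensed at 90 nM, was prereduced with 400 uM NADPH (final) for 5 min at ~22 deg C, then incubated with compound 15 min before 400 uM selenite. A first-read NADPH fluorescence drop versus no-compound background flagged substrates.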
RGS4 inhibitor = blocks human RGS4-accelerated GTP hydrolysis | Transcreener GDP fluorescence polarization, RGS4-accelerated GTP hydrolysis | Potency, µM (top dose mostly 114 µM), for the others: top-dose activity change, negative = inhibition, actives largely listed as inhibitors | 390,000 tested, 0.039% active | AID 504845; note: % is set by controls: 0 for no effect and ±100 for the full control effect; nearly all actives have a fitted effect of over 75% in size; some results filed as inactive show a strong effect at the top dose
Target sequence (P49798 whole entry, looked up): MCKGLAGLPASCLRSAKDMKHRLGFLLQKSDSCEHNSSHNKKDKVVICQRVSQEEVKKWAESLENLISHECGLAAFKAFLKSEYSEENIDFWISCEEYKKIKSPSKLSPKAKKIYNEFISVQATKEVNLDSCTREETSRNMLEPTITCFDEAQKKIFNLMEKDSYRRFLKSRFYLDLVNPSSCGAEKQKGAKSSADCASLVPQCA
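MLSMR compounds (23 nl, pin-transferred) preincubated 10 min at room temperature with a 500nM (2x) first reagent, then RGS4 at 900nM (2x) plus Transcreener GDP mix added; fluorescence polarization (620/688 nm) read before and after 90 min at 30 °C.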
RXFP1 ag = activates the human relaxin receptor RXFP1 | Q9HBX9 | HEK293T-RXFP1 cAMP TR-FRET, 30 min; response scale: percent of porcine relaxin response, buffer zero | Potency, µM (series often up to 57.5 µM), without a hit: top-dose activation, actives largely listed as activators | 370,000 tested, 0.3% active; note: % is set by controls: 0 for no effect and ±100 for the full control effect; nearly all actives have a fitted effect of over 60% in size; many of its hits are not listed in these tables
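cAMP rise read by TR-FRET after 30 min, 37C compound exposure (up to 58 uM) in RXFP1-transfected HEK293 cells with Ro 20174 present. EC50 from Hill-equation fits, with 29 nM porcine relaxin as 100% and buffer as basal.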
12-LOX inh = inhibitors of human 12S-lipoxygenase ALOX12; 580,000 tested, 1.1% active; P18054; purified 12hLO, xylenol orange hydroperoxide absorbance; Potency, µM (doses to about 108 µM), for the others: at the top dose activity change, negative = inhibition, usual class: inhibitors; note: % is set by controls: 0 for no effect and ±100 for the full control effect
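Purified human 12hLO at 150 nM in 25 mM Hepes, 0.01% Triton X-100, pH 7.0, preincubated 15 min at room temperature with compound. Reaction started with 40 uM arachidonic acid, 30 min at room temperature. Hydroperoxide measured by Fe-xylenol orange, 573/405 nm absorbance ratio.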
rTrxR1 inhibitor = blocks rat thioredoxin reductase 1; Potency, µM (highest dose often 114 µM), for inactives: at the highest dose activity change, negative = inhibition, hits mostly inhibitors; recombinant rTrxR1, NADPH fluorescence consumption, selenite substrate; AID 588453; 390,000 tested, 1% active; note: % is set by controls: 0 for no effect and ±100 for the full control effect; nearly all actives have a fitted effect of over 65% in size
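Rat TrxR1 (90 nM in the dispensed reagent) was pre-reduced with 400 uM NADPH for 5 min at room temperature, then incubated with compound for 15 min. After 400 uM selenite was added, NADPH fluorescence (Ex 340/Em 450 nm) was followed for 8 min.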
Vif-APOBEC3F blk = Vif-A3F binding inhibition; Potency, µM (doses to about 46.1 µM), for the others: at the top dose activity, negative = active; HeLa A3F-eYFP + Vif (tagged APOBEC3F with the HIV-1 protein that degrades it), YFP fluorescence increase; 390,000 tested, 0.2% active; note: % of control where 0% means no effect; nearly all actives have a fitted effect of over 65% in size
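Fluorescence increase (Ex 488/Em 500-530) after overnight compound treatment at 37 deg C flags inhibition of Vif-driven A3F-eYFP loss in stable HeLa A3F-eYFP/Vif cells seeded overnight beforehand.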
Vif-A3G inh = Vif-A3G binding inhibition | 410,000 tested, 0.076% active | Q9HC16 | Potency, µM (top dose mostly 46.1 µM), for inactives: at the highest dose activity, negative = active, most hits filed as inhibitors | HeLa A3G-eYFP + Vif (tagged APOBEC3G with the HIV-1 protein that degrades it), YFP fluorescence, overnight | AID 602310;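 note: % is set by controls: 0 for no effect and ±100 for the full control effect; nearly all actives have a fitted effect of over 60% in size; hits raise eYFP signal because A3G escapes Vif-driven loss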
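HeLa cells stably expressing Vif and C-terminally eYFP-tagged A3G, seeded overnight at 37 deg C, then exposed to compound by pintool overnight at 37 deg C. Rise in yellow fluorescence (Ex 488/Em 500-530, Acumen) marks blocked Vif-driven A3G degradation.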
An asterisk follows results filed as active; ? = inconclusive; . = no result given; & = joins results of further samples; [ ] = remark or other dose. Calls come from the whole dose curve; as a rule, active = well fitted curve in the direction sought with a large enough effect; inconclusive = small, poorly fitted or top-dose-only effect, or another doubt; inactive = no such curve, though single readings can be large; an effect the other way counts as inactive or inconclusive. Potency is the fitted concentration of half-maximal effect. Some of the compounds tested; count on the stated rates, not on these rows.

SMILES	USP1-UAF1 inh	mIDH1 inhibitor	TrxR1 substrate	RGS4 inhibitor	RXFP1 ag	12-LOX inh	rTrxR1 inhibitor	Vif-APOBEC3F blk	Vif-A3G inh
O=C(COC(=O)Cc1ccc(F)cc1)Nc1cc(S(=O)(=O)N2CCOCC2)ccc1N1CCCC1	-15.3%	4.8%	-9.8%	0.9%	1.1%	10.8%	-6.6%	2.7%	-0.3%
COc1ccc(CNS(=O)(=O)CCNC(=O)c2ccc(OC)cc2)cc1	-9.7%	3.1%	4.6%[57.1 µM]	9.3%	-0.4%	-11.7%	5.4%[57.1 µM]	0.2%	-0.4%
COc1cc(/C=C/C(=O)OCC(=O)NC(=O)NC(C)C)ccc1OCC#N	-5.4%	1.8%	24.8%[57.1 µM]	-47.7%	1.6%	-2.5%	3.3%[57.1 µM]	-4.0%	-0.4%
O=C(Cc1csc(Nc2nc(=S)[nH]c3ccccc23)n1)NCCCN1CCN(c2cccc(Cl)c2)CC1	?	-5.8%	12.2%[57.1 µM]	-23.9%	7.9%	4.8%	0.4%[57.1 µM]	-23.3%	2.9%
O=C(O)CC(c1ccccc1F)N1Cc2ccccc2C1=O (configuration not stated)	-13.8%	-13.2%	-4.1%	6.4%	-1.2%	-11.4%	12.8%	-8.9%	2.4%
NNc1nnc2c3cc(F)ccc3n(Cc3ccccc3)c2n1	-25.5%	7.4%	-15.1%[57.1 µM]	-19.7%	0.8%	0.0%	27.4%[57.1 µM]	6.0%	-3.1%
O=C1c2ccc3c4c(ccc(c24)C(=O)N1c1ccc2ccccc2c1)CC3	-8.1%	7.6%	25.4%	-5.3%[56.9 µM]	0.9%	0.0%	-9.6%	-15.6%	-5.9%
COc1ccccc1/C=C1\SC(=O)N(CCC(=O)NCCCn2ccnc2)C1=O	-8.9%	2.8%	-1.6%	12.5%	-0.4%	0.0%	15.1%	5.7%	-0.8%
COc1ccc(C(=O)NN(c2ccccc2)c2ccccc2)cc1	-1.1%	4.8%	8.5%[57.1 µM]	-9.7%	5.6%	18.3%	23.0%[57.1 µM]	-5.0%	1.3%
Cn1c(=O)cc(SCC(=O)NCC2CCCO2)c2ccccc21 (configuration not stated)	-16.0%	4.1%	-0.4%	0.1%	13.0%	-20.5%	-7.0%	.	3.0%
O=C(NCCc1csc(-c2ccc(F)cc2)n1)C(=O)Nc1ccc(Cl)cc1	-7.2%	-10.7%	-4.6%[57.1 µM]	-16.6%	1.2%	-23.0%	15.1%[57.1 µM]	-1.2%	0.2%
CCN(Cc1ccccc1)S(=O)(=O)c1ccc2c(c1)CC(C)N2C(=O)C1CCC1 (configuration not stated)	-13.3%	-4.7%	-2.5%	-10.1%	4.6%	-16.7%	17.2%	0.5%	-2.0%
COc1ccccc1OCC(=O)NNC(=O)c1ccoc1C	-13.1%	4.3%	-2.3%	-19.9%	0.5%	-6.5%	-4.7%	0.0%	-0.9%
Cc1cc(N2CCC(C(=O)NCC3CC3)CC2)nc(-c2ccccc2)n1	-20.0%	8.2%	4.8%	-23.8%	0.5%	63.7%[activator][57.4 µM]	11.2%	-1.9%	-1.5%
Cc1ccc(NC(=O)/C=C\C(=O)NCC(=O)O)cc1C	-13.8%	-1.1%	2.6%	-37.8%	2.2%	12.8%	44.7µM*	2.5%	2.3%
c1ccc(C2c3[nH]c4ccccc4c3CCN2Cc2cccn2-c2ccccn2)nc1 (configuration not stated)	-21.3%	-2.7%	3.9%	-9.3%	-2.0%	4.5%	4.6%	2.7%	-3.9%
O=C(C[n+]1ccccc1)Nc1ccccc1C(F)(F)F	-10.4%	0.0%	0.7%	4.5%	-1.0%	298.9%[activator]	10.0%	4.0%	4.3%
O=C(NCCN=C1NS(=O)(=O)c2ccccc21)c1ccccc1	-24.3%	7.6%	2.5%	1.0%	0.6%	-2.9%	13.1%	2.1%	-0.1%
O=C(NCCCN1CCOCC1)c1ccc2c(c1)N(Cc1cccc(F)c1)C(=O)c1ccccc1S2	-25.3%	7.6%	5.1%	-28.3%	-1.8%	?	11.2%	-0.4%	-0.7%
Nc1nc(CN2CCN(c3ccccc3F)CC2)nc(N2CCCc3ccccc32)n1	-14.7%	-2.1%	-1.2%	-13.3%	-1.9%	1.4%&-29.6%	-0.4%	-6.1%	2.5%
COc1ccc2c(c1)sc1nc(=O)ccn12	-1.5%	13.9%	53.7%[activator][57.1 µM]	1.6%	13.3%	-20.0%	44.2%	-1.6%	2.2%
Cc1cccc(N2C(=O)c3cccnc3C2=O)c1	4.6%	3.8%	-4.2%	18.8%	-0.7%	-10.2%	-4.1%	-1.6%	-4.4%
CCOc1cc(-c2noc(CCC(=O)NCC3CCCO3)n2)ccc1OC (configuration not stated)	0.7%	-17.0%	7.4%	12.2%	0.2%	7.0%	25.6%	3.1%	-4.1%
Cc1ccc(NC(=O)CN(C)C(=O)c2ccccc2OCc2c(C)noc2C)cc1	-5.8%	-7.3%	4.5%[57.1 µM]	0.6%	0.1%	15.2%	10.0%[57.1 µM]	-25.1%	1.1%
COC(=O)c1ccc(N=Cc2c(C(F)(F)F)[nH]n(C)c2=O)cc1	-8.7%	14.4%	-0.6%	0.6%	1.2%	-12.9%	4.5%	-0.3%	-0.6%

Look-ups from the results shown:
For USP1-UAF1 inh, Cc1ccc(NC(=O)CN(C)C(=O)c2ccccc2OCc2c(C)noc2C)cc1 is entered as -5.8%
For mIDH1 inhibitor, COc1ccc2c(c1)sc1nc(=O)ccn12 is entered as 13.9%

(listing goes on)
SMILES	USP1-UAF1 inh	mIDH1 inhibitor	TrxR1 substrate	RGS4 inhibitor	RXFP1 ag	12-LOX inh	rTrxR1 inhibitor	Vif-APOBEC3F blk	Vif-A3G inh
Cc1ccc(N(C)/N=C/c2ccc(Cl)cc2Cl)nn1	-15.4%	0.5%	9.8%	8.7%	-0.1%	0.0%	30.3%	8.9%	10.3%
O=C(NCCN1C(=O)S/C(=C\c2cccnc2)C1=O)c1cccc(OC(F)F)c1	-5.6%	0.9%	-10.1%	-19.9%	0.3%	-26.0%	-8.5%	7.5%	-1.7%
O=C(c1ccc(NC2=NC3CS(=O)(=O)CC3S2)cc1)N1CCc2ccccc2C1 (configuration not stated)	?	-8.5%	-1.2%	-4.4%	0.7%	0.7%	0.9%	-2.3%	1.3%
O=C(NCc1nc(-c2ccc(C(F)(F)F)cc2)no1)Nc1ccc(F)cc1F	-11.4%	-0.3%	5.7%[57.1 µM]	?	0.0%	14.3%	1.2%[57.1 µM]	4.8%	-4.8%
CC1CCN(CCCNC(=O)C2CCC(CNS(=O)(=O)c3cccc4nsnc34)CC2)CC1 (configuration not stated)	-7.0%	11.1%	-6.5%[57.1 µM]	-7.1%[56.9 µM]	0.6%	32.4%[activator]	18.0%[57.1 µM]	4.3%	1.5%
CCC1CCCCN1C(=O)CSc1n[nH]c(-c2ccccc2)n1 (configuration not stated)	-6.8%	0.0%	3.2%[57.1 µM]	-6.9%	1.4%	-15.3%	12.9%[57.1 µM]	4.1%	3.9%
Cc1cccc(-n2c(=O)c(C#N)cc3c(=O)n4ccccc4nc32)c1	-17.9%	-0.6%	.	-7.8%	3.7%	0.0%	?	-3.8%	-0.9%
O=C(COc1cccc2cccnc12)Nc1ccccc1	2.0%	2.2%	3.5%[57.1 µM]	-13.0%	-0.8%	8.6%	23.2%[57.1 µM]	-14.7%	-4.2%
Cn1c(=O)c2c(n(Cc3ccccc3)c1=O)NC(=O)C2CC(=O)NCc1cccc(Cl)c1 (configuration not stated)	-16.1%	3.1%	0.1%	?	-0.2%	4.3%	0.0%	0.0%	-0.9%
COc1cc2ccccc2cc1C(=O)Nc1ccc2oc(-c3ccccc3)nc2c1	-5.3%	4.6%	25.2%	-20.3%	-0.7%	-12.4%	8.6%	0.2%	-6.4%
Cc1ccc(SCCC(=O)Nc2cccnc2)cc1	-29.9%	-2.0%	0.1%[57.1 µM]	-3.9%	2.1%	0.0%	-2.0%[57.1 µM]	?	-4.6%

Arranged by SMILES length (low to high): some entries from above
SMILES	USP1-UAF1 inh	mIDH1 inhibitor	TrxR1 substrate	RGS4 inhibitor	RXFP1 ag	12-LOX inh	rTrxR1 inhibitor	Vif-APOBEC3F blk	Vif-A3G inh
NNc1nnc2c3cc(F)ccc3n(Cc3ccccc3)c2n1	-25.5%	7.4%	-15.1%[57.1 µM]	-19.7%	0.8%	0.0%	27.4%[57.1 µM]	6.0%	-3.1%
COc1ccc(C(=O)NN(c2ccccc2)c2ccccc2)cc1	-1.1%	4.8%	8.5%[57.1 µM]	-9.7%	5.6%	18.3%	23.0%[57.1 µM]	-5.0%	1.3%
COC(=O)c1ccc(N=Cc2c(C(F)(F)F)[nH]n(C)c2=O)cc1	-8.7%	14.4%	-0.6%	0.6%	1.2%	-12.9%	4.5%	-0.3%	-0.6%

Screening data as filed in PubChem.
